ALOX12 inh: blocks human arachidonate 12S-lipoxygenase; purified 12hLO, xylenol orange hydroperoxide absorbance; Potency, µM (titrated, usually from 108 µM), without a hit: at the highest dose activity change, negative = inhibition, most hits filed as inhibitors; 580,000 tested, 1.1% active; AID 1671190; further: on the % scale 0 is the no-effect control and ±100 the full control effect
Target sequence (P18054 whole entry, looked up): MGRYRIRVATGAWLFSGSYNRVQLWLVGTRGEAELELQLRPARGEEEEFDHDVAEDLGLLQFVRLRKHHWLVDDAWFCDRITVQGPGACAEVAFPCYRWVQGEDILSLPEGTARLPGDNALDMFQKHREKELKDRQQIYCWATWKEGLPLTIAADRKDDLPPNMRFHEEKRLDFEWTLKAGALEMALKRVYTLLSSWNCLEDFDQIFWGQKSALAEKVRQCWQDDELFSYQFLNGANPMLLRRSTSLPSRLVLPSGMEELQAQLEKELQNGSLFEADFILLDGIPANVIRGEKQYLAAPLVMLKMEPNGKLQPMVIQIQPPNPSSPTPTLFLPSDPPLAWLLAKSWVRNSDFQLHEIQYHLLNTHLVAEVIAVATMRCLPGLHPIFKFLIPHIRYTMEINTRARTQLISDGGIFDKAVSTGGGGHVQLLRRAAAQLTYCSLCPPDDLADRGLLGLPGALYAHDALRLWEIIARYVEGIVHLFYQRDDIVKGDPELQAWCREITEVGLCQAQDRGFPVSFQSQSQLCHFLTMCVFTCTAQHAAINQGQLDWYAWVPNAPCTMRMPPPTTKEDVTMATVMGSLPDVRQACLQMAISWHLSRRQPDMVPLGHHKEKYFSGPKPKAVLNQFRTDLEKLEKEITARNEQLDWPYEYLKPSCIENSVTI
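Hydroperoxide product was detected by ferrous iron/xylenol orange as the 573 to 405 nm absorbance ratio. Arachidonic acid at 40 uM (final) was turned over for 30 min at room temperature by 150 nM human 12hLO, pH 7.0 Hepes buffer, after 15 min compound preincubation.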
TrxR1 substrate: is turned over as a substrate by rat TrxR1; O89049; purified TrxR1 substrate turnover, NADPH consumption readout; Potency, µM (doses to about 114 µM), for the others: at the highest dose activity change, negative = substrate turnover; 390,000 tested, 0.01% active; AID 588456; further: on the % scale 0 is the no-effect control and ±100 the full control effect; nearly all actives have a fitted effect of over 50% in size
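Rat TrxR1, dispensed at 90 nM, was prereduced with 400 uM NADPH (final) for 5 min at ~22 deg C, then incubated with compound 15 min before 400 uM selenite. A first-read NADPH fluorescence drop versus no-compound background flagged substrates.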
Vif-A3F inh: Vif-A3F binding inhibition. 390,000 tested, 0.2% active. HeLa A3F-eYFP + Vif (tagged APOBEC3F with the HIV-1 protein that degrades it), YFP fluorescence increase. AID 602313. Potency, µM (doses to about 46.1 µM), for inactives: at the top dose activity, negative = active; further: % of control where 0% means no effect; nearly all actives have a fitted effect of over 65% in size
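Fluorescence increase (Ex 488/Em 500-530) after overnight compound treatment at 37 deg C flags inhibition of Vif-driven A3F-eYFP loss in stable HeLa A3F-eYFP/Vif cells seeded overnight beforehand.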
RXFP1 agonist: RXFP1 (human) receptor agonism. 370,000 tested, 0.3% active. AID 2676. Q9HBX9. Potency, µM (series often up to 57.5 µM), for inactives: at the top dose activation, hits mostly activators. HEK293T-RXFP1 cAMP TR-FRET, 30 min; response scale: percent of porcine relaxin response, buffer zero; further: on the % scale 0 is the no-effect control and ±100 the full control effect; nearly all actives have a fitted effect of over 60% in size; many of its hits are not listed in these tables
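HEK293T cells stably expressing RXFP1 were pretreated with the PDE4 inhibitor Ro 20174, exposed to compounds for 30 min at 37C, lysed, and cAMP was read by TR-FRET. Data normalized to buffer (basal) and 29 nM porcine relaxin (100%).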
mIDH1 inhibitor: inhibitors of human mutant IDH1 R132H | O75874 | IDH1-R132H enzyme, NADPH consumption, diaphorase/resazurin fluorescence | Potency, µM (doses to about 76.6 µM), without a hit: at the highest dose activity change, negative = inhibition, actives largely listed as inhibitors | 390,000 tested, 0.093% active; further: on the % scale 0 is the no-effect control and ±100 the full control effect; nearly all actives have a fitted effect of over 65% in size
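IDH1-R132H (0.5 ug/mL) preincubated 30 min with compound, then NADPH (0.016 mM) and alpha-KG (2 mM) added; 80 min at RT, pH 7.5. Remaining NADPH coupled via diaphorase/resazurin to fluorescence (540/590 nm); concentration-response curves normalized to no-enzyme control.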
Vif-A3G inh: Vif-A3G binding inhibition; Potency, µM (top dose mostly 46.1 µM), for the others: at the top dose activity, negative = active, hits mostly inhibitors; AID 602310; HeLa A3G-eYFP + Vif (tagged APOBEC3G with the HIV-1 protein that degrades it), YFP fluorescence, overnight; Q9HC16; 410,000 tested, 0.076% active;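 further: on the % scale 0 is the no-effect control and ±100 the full control effect; nearly all actives have a fitted effect of over 60% in size; hits raise eYFP signal because A3G escapes Vif-driven loss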
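HeLa cells stably expressing Vif and C-terminally eYFP-tagged A3G, seeded overnight at 37 deg C, then exposed to compound by pintool overnight at 37 deg C. Rise in yellow fluorescence (Ex 488/Em 500-530, Acumen) marks blocked Vif-driven A3G degradation.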
USP1 inh: inhibitors of human USP1/UAF1 deubiquitinase | O94782 | recombinant USP1/UAF1, Ub-Rhodamine cleavage fluorescence | Potency, µM (series often up to 57.1 µM), for the others: at the top dose activity change, negative = inhibition, hits mostly inhibitors | 390,000 tested, 0.23% active; further: on the % scale 0 is the no-effect control and ±100 the full control effect; nearly all actives have a fitted effect of over 60% in size; inactives centre near -12
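1 nM enzyme complex + cpd, 15 min RT; start with Ub-Rho 150nM final; kinetic fluorescence ex 480/em 540, 6 reads q60 s. Buffer 50mM HEPES pH 7.8, 0.5mM EDTA, 0.1 mg/ml BSA, 1mM TCEP, 0.01% Tween-20.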
RGS4 inh: human RGS4 inhibition | P49798 | Transcreener GDP fluorescence polarization, RGS4-accelerated GTP hydrolysis | Potency, µM (titrated, usually from 114 µM), inactives show at the top dose activity change, negative = inhibition, most hits filed as inhibitors | 390,000 tested, 0.039% active | AID 504845; further: on the % scale 0 is the no-effect control and ±100 the full control effect; nearly all actives have a fitted effect of over 75% in size; some results filed as inactive show a strong effect at the top dose
Target sequence (P49798 whole entry, looked up): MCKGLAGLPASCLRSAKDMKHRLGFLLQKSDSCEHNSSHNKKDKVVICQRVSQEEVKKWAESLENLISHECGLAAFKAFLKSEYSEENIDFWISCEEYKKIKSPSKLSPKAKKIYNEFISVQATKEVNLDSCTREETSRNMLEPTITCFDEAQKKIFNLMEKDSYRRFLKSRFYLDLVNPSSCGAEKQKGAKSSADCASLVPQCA
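MLSMR compounds (23 nl, pin-transferred) preincubated 10 min at room temperature with a 500nM (2x) first reagent, then RGS4 at 900nM (2x) plus Transcreener GDP mix added; fluorescence polarization (620/688 nm) read before and after 90 min at 30 °C.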
rTrxR1 inhibitor: inhibitors of rat thioredoxin reductase 1 | O89049 | recombinant rTrxR1, NADPH fluorescence consumption, selenite substrate | Potency, µM (top dose mostly 114 µM), without a hit: top-dose activity change, negative = inhibition, usual class: inhibitors | 390,000 tested, 1% active | AID 588453; further: on the % scale 0 is the no-effect control and ±100 the full control effect; nearly all actives have a fitted effect of over 65% in size
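Rat TrxR1 (90 nM in the dispensed reagent) was pre-reduced with 400 uM NADPH for 5 min at room temperature, then incubated with compound for 15 min. After 400 uM selenite was added, NADPH fluorescence (Ex 340/Em 450 nm) was followed for 8 min.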
* hit, by the source's call; u = inconclusive; x = no result given; [ ] = another dose, or the depositor's remark. The call rests on the fitted dose curve; in most records, active means well fitted curve in the direction sought with a large enough effect; inconclusive means small, poorly fitted or top-dose-only effect, or another doubt; inactive means no such curve, though single readings can be large; an effect the other way counts as inactive or inconclusive. Potency means the concentration at half of the fitted maximal effect.

SMILES	ALOX12 inh	TrxR1 substrate	Vif-A3F inh	RXFP1 agonist	mIDH1 inhibitor	Vif-A3G inh	USP1 inh	RGS4 inh	rTrxR1 inhibitor
N#CC1=C(N)Oc2n[nH]c(-c3cccs3)c2C1C1CCCCC1 (configuration not stated)	0%	1%	4%	0.4%	-29%	-18%	-15%	-12%	0%
c1ccc(CCN(Cc2ccccc2)C2CCN(C3CCCC3)CC2)cc1	u	2%[57.1 µM]	0%	2.3%	8%	1%	-4%	-10%	19%[57.1 µM]
COc1cc(OC)c(C(=O)C=Cc2ccc(OC)c(OC)c2)c(OC)c1	-20%	-21%	-3%	x	-6%	-24%	-11%	-4%	u
CSc1nnc2c(n1)OC(c1cn(C)c3ccccc13)N(C(C)=O)c1ccccc1-2 (configuration not stated)	x	-6%	-5%	1.0%	5%	1%	-15%	-15%	-11%
COC(=O)CSc1cc(C(=O)c2nccn2C)c2ccccc2n1	u	-6%	2%	3.3%	3%	-5%	-5%	28%	0%
CC(=O)Nc1ccc2cnn(C(C)=O)c2c1	-34%	x	-6%	x	13%	2%	-18%	x	x
N#C/C(=C/c1ccc(-c2ccc(C(=O)O)c(Cl)c2)o1)C(=O)NCC1CCCO1 (configuration not stated)	u	-14%	12%	13%	2%	0%	-13%	-28%	-29%
CCCCOc1ccc(NC2=NC3(CCCC3)N=C(N)N2)cc1	-55%	-10%	-10%	-0.2%	4%	-13%	-1%	-3%	-16%
O=C(N/N=C/c1cn(-c2ccccc2)nc1-c1cccs1)c1ccccc1F	x	1%	1%	1.7%	-1%	1%	-19%	2%	5%
CN(C(=S)NC(=O)c1ccc(Cl)cc1)C1CCCCC1	464%[activator]	3%	-1%	2.8%	-8%	-1%	-23%	u	-18%
COc1ccccc1-c1nn(Cc2ccccc2)cc1C(=O)N1CCN(c2ncccn2)CC1	-6%	-3%	-16%	-3.5%	10%	-9%	-18%	19%	-5%
Cc1cccc(-c2nc(-c3ccncc3)no2)c1	-6%	-4%[57.1 µM]	-1%	0.1%	-3%	-4%	-18%	-18%	13%[57.1 µM]

The last two entries of the part above lead into the next.
SMILES	ALOX12 inh	TrxR1 substrate	Vif-A3F inh	RXFP1 agonist	mIDH1 inhibitor	Vif-A3G inh	USP1 inh	RGS4 inh	rTrxR1 inhibitor
COc1ccccc1-c1nn(Cc2ccccc2)cc1C(=O)N1CCN(c2ncccn2)CC1	-6%	-3%	-16%	-3.5%	10%	-9%	-18%	19%	-5%
Cc1cccc(-c2nc(-c3ccncc3)no2)c1	-6%	-4%[57.1 µM]	-1%	0.1%	-3%	-4%	-18%	-18%	13%[57.1 µM]
COc1ccc(OCC(CO)N2CCN(c3ccccc3)CC2)cc1 (configuration not stated)	-5%	9%[57.1 µM]	-5%	x	0%	2%	-9%	-15%	9%[2.29 µM]
CCN(C(=O)CSc1nc2ccccc2c(=O)n1CCOC)C1CCS(=O)(=O)C1 (configuration not stated)	2%	6%[57.1 µM]	4%	10%	1%	1%	-20%	6%	27%[57.1 µM]
Cc1ccc(NC(=S)N=Nc2c(O)n(C)c3ccc(S(=O)(=O)N4CCOCC4)cc23)cc1C	-10%	-2%	2%	-0.2%	-2%	-2%	1%	-6%	4%
O=C(COC(=O)[C@H](Cc1ccccc1)NS(=O)(=O)c1ccccc1F)NC1CCCCC1	u	-1%	-1%	-0.4%	12%	2%	-23%	5%	16%
CCOC(=O)C(C)Sc1nc(-c2ccco2)cc(C(F)(F)F)c1C#N (configuration not stated)	u	79%[activator][57.1 µM]	2%	1.0%	9%	-2%	-15%	u	u
CC(=O)Oc1ccc(C(c2ccc(OC(C)=O)cc2)c2ccccn2)cc1	13%	6%	-3%	0.1%	-12%	-4%	-30%	7%	21%
CCOc1ccc(NC(=O)CN2CCN(C(=O)c3ccco3)CC2)cc1S(=O)(=O)N1CCCC1	171%[activator]	-6%	-2%	-0.3%	1%	-2%	-3%	-29%	-8%
COc1ccc(OCCSc2nnc(Cc3cccc4ccccc34)n2N)cc1	-8%	-2%	1%	1.7%	5%	-5%	-2%	-17%	20%
CCOC(=O)Cc1cc(=O)n2[nH]c(-c3ccc(C)cc3)cc2n1	-14%	29%	-1%	-0.9%	10%	1%	-7%	7%	16%
Cn1nnnc1NCc1c(F)cccc1Cl	-4%	6%	2%	3.0%	-1%	0%	3%	1%	12%
CCCc1cc(C(=O)NCc2ccccc2)no1	22%	6%[57.1 µM]	-2%	0.3%	-1%	0%	-14%	4%	12%[57.1 µM]
COc1ccccc1N(C)S(=O)(=O)c1ccc(C(=O)Nc2cccc(S(=O)(=O)N3CCOCC3)c2)cc1	20%	-6%	2%	x	1%	-1%	-25%	8%	2%
O=c1cc(OCc2ccccc2)cc[nH]1	-4%	2%	5%	-0.6%	-6%	-9%	-24%	-3%	11%
CC(C)CN1C(=O)C(=Nc2cccnc2)c2ccccc21	64%[activator]	2%	2%	-3.4%	-2%	0%	-26%	-13%	21%
Cc1ccc(-c2nnn(CC(=O)N(CCO)C(C(=O)NC3CCCC3)c3ccc(F)cc3)n2)o1 (configuration not stated)	-1%	-23%[11.4 µM]	1%	24%	11%	3%	-2%	-24%	22%[11.4 µM]
Cc1onc(-c2c(Cl)cccc2Cl)c1C(=O)N1CCN(c2ccccc2F)CC1	-3%	-9%	-3%	0.7%	0%	0%	-9%	5%	-7%
Cc1cc(C(=O)Nc2cccc(S(=O)(=O)N3CCCC3)c2)c2ccccc2n1	317%[activator]	-5%	14%	-1.1%	12%	0%	-9%	20%	11%
Cc1c(Nc2cc(N3CCCCCC3)c3nonc3c2[N+](=O)[O-])c(=O)n(-c2ccccc2)n1C	19%	-11%	-8%	-0.2%	4%	3%	-16%	-12%	16%[57.1 µM]
CSc1ccccc1C(=O)OCC(=O)N1CCCCCC1	2%	-4%	7%	x	-9%	-2%	u	-10%	-3%
CC1=C(C(=O)Nc2ccc(F)cc2F)C2(CCCCCC2)OC1=O	-23%	-2%	-1%	-0.3%	0%	0%	-31%	32%	12%
Cc1c(C(=O)Nc2ccccc2C(=O)N2CCCC2)cccc1[N+](=O)[O-]	-2%	1%	1%	3.2%	3%	4%	-5%	5%	13%
Cc1sc2c(c1C)C(=O)/C(=C\Nc1ccncc1)S(=O)(=O)N2C	u	3%	15%	0.6%	-5%	1%	-19%	-14%	19%
COc1ccc(CN2C(=O)c3cccnc3C2=O)cc1S(=O)(=O)N1CC(C)CC(C)C1 (configuration not stated)	-10%	-9%	-7%	u	0%	0%	-16%	-14%	-9%
COc1ccc(CN/C=C2\CCCCC2=O)cc1	-27%	-2%	-4%	0.8%	13%	-6%	-14%	-21%	1%
COc1ccc(CNC(=O)C(C)n2ccc3cc(S(=O)(=O)N4CCCC4)ccc32)cc1OC (configuration not stated)	5%	2%	1%	2.8%	-8%	-11%	-19%	-4%	12%
COc1cccc2c1OC1(C)CC2NC(=O)N1c1cccc(C(=O)Nc2ccc3c(c2)OCCO3)c1 (configuration not stated)	20%	-16%	-1%	0.5%	1%	2%	-24%	8%[11.4 µM]	u
N#CCC(=O)N/N=C/c1cc([N+](=O)[O-])ccc1N1CCOCC1	-31%	-1%[57.1 µM]	-7%	0.1%	0%	-1%	-8%	-16%	8%[57.1 µM]
C/C(=N\NC(=S)NCc1ccccc1)c1ccc(C#N)cc1	-8%	-1%	-3%	0.3%	11%	2%	-22%	-7%	15%
COc1cc(OC)c(NC(=O)c2cccc(F)c2)cc1Cl	9%	9%[57.1 µM]	7%	-0.4%	4%	-13%	-19%	-25%	-84%
COC(=O)c1sccc1NS(=O)(=O)c1ccccc1[N+](=O)[O-]	4%	-3%	6%	-1.2%	7%	0%	-14%	-14%	-6%
COc1cccc(OC)c1C(=O)N1CCN(C(=O)c2ccc(-c3ccccc3)cc2)CC1	7%	0%	-8%	0.4%	-7%	-1%	-11%	10%	19%
CCOc1cc(C(=O)Oc2cc(C)[nH]c(=O)c2[N+](=O)[O-])cc(OCC)c1OCC	-3%	13%	0%	-0.9%	1%	2%	-22%	-11%	32%
Cc1onc(-c2ccccc2Cl)c1C(=O)Nc1sc2c(c1C(N)=O)CCC(C)C2 (configuration not stated)	9%	14%	-13%	0.8%	6%	0%	-14%	-3%	29%
CCN(CCCn1c(=S)[nH]c2ncccc2c1=O)c1ccccc1	21%	-6%	-12%	3.4%	14%	0%	-1%	-32%	5%
CCn1c(SCc2nc3ccccc3s2)nc2cc(S(=O)(=O)N3CCOCC3)ccc21	27%	-9%	9%	x	0%	-2%	-1%	7%	7%
CC(C)CC(NC(=O)C1CCCCC1)C(=O)NCc1ccccn1 (configuration not stated)	26%	13%	-15%	0.2%	3%	-4%	-15%	-5%	21%
Cc1ccccc1-c1nn[nH]n1	-1%	2%[57.1 µM]	1%	0.2%	1%	0%	-3%	-1%	8%[57.1 µM]
N#Cc1ccccc1S(=O)(=O)N1CCNS(=O)(=O)c2ccccc21	1%	4%	3%	x	0%[38.3 µM]	-8%	-19%	-12%	6%

Compound activity from PubChem.

The list is partial; count on the stated rates, not on these rows.
